High-throughput results as filed in PubChem BioAssay.
hIAP block = human IAP inhibition. AID 2544. 0.12% of 330,000 active. purified IAP, CDP-Star luminescence, 30 min. inhibition, % at 10 µM. P09923;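 active = inhibition reaching a set limit with compound at 10 µM in the primary screen, cut at about 35% in these data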;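 note: plate controls were DMSO wells with enzyme for no effect and no-enzyme buffer wells for full effect; values of inactives mirror those of a sister screen read the other way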
Target sequence (P09923 whole entry, looked up): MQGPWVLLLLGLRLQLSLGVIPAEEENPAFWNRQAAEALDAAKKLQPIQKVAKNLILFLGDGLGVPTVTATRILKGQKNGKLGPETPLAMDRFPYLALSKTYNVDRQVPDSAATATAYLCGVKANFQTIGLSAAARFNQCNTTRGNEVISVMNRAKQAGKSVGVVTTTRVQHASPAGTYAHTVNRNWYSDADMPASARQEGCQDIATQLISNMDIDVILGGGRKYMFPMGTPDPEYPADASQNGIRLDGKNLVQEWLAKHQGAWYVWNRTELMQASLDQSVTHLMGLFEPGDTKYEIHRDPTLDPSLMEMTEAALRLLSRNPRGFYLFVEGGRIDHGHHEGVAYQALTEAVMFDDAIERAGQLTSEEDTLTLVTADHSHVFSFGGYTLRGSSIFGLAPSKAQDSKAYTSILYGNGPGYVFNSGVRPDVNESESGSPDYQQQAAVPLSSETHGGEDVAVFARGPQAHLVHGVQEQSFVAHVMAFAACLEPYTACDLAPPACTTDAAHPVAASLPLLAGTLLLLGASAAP
hIAP act = human IAP activation; P09923; purified human IAP, CDP-Star luminescence, 30 min; stronger effect = higher value; 1 = vehicle-only enzyme, 0 = enzyme-free background; activation factor at 10 µM; 0.16% of 330,000 active; AID 2524;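 active = activation factor of the enzyme at least 2-fold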; note: the source names both 10 and 20 µM as test concentration; values of inactives mirror those of a sister screen read the other way
MIN6 prolif = induces beta-cell replication in MIN6 cells | 0.29% of 330,000 active | MIN6 cells proliferation, ATPlite luminescence, 48 h; cells starved in 0.2% serum; 100% = growth in 10% serum | proliferation, % at 10 µM;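 active = compounds whose signal lies at least 3.5 SD above the mean of all wells on their plate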;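 note: 0% = DMSO-treated cells in low-serum medium and 100% = 10% serum control; some compounds called inactive have numbers as strong as hits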
APOBEC3G inh = inhibitors of human APOBEC3G DNA deaminase; Q9HC16; recombinant A3G, ssDNA deamination FAM/TAMRA fluorescence; inhibition, % at 20 µM; 0.28% of 330,000 active; AID 493012;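 active = inhibition of at least 40% at 20 µM, with no more than 30% in the related APOBEC3A deaminase screen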;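 note: plate controls were DMSO wells with A3G for no effect and wells lacking A3G enzyme for full effect; some compounds called inactive have numbers as strong as hits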
mIAP inh = blocks mouse intestinal alkaline phosphatase; purified mouse IAP, CDP-Star luminescence, 30 min; AID 2806; inhibition, % at 10 µM; 0.2% of 330,000 active;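 active = inhibition of at least 40% at 10 µM in the primary screen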;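 note: plate controls were DMSO with enzyme for no effect and no enzyme wells for full effect; values of inactives mirror those of a sister screen read the other way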
mIAP act = increases mouse intestinal alkaline phosphatase activity; 0.24% of 330,000 active; muIAP, CDP-Star luminescence, 30 min; stronger effect = higher value; 1 = vehicle-only enzyme signal, 0 = enzyme-free wells; activation factor at 10 µM;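 active = activation factor of at least 2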; note: the source names both 10 and 20 µM as test concentration; values of inactives mirror those of a sister screen read the other way
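Assay system: mouse IAP enzyme; reagent: chemiluminescent substrate CDP-Star; dosing: test compounds delivered from DMSO solution; schedule: 30 min at room temperature; measured by: luminescence from enzymatic CDP-Star hydrolysis; controls: DMSO-only wells and no-enzyme negative control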
APOBEC3A inh = inhibitors of human APOBEC3A DNA deaminase; 0.41% of 330,000 active; inhibition, % at 20 µM; recombinant A3A, FAM/TAMRA ssDNA deamination fluorescence;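 active = at least 40% inhibition at 20 µM here, with at most 30% in a related deaminase screen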;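 note: plate controls were A3A with DMSO for no effect and wells lacking A3A enzyme for full effect; some results filed as inactive read as strong as hits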
Target sequence (P31941 whole entry, looked up): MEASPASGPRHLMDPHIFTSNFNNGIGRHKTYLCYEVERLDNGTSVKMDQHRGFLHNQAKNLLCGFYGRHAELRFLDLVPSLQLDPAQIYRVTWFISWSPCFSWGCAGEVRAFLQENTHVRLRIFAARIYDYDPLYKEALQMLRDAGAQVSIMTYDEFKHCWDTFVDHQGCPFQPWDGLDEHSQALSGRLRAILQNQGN
MPTP block = blocks calcium-induced mitochondrial swelling; inhibition, % at 10 µM; isolated mouse mitochondria, Ca2+ swelling absorbance, 30 min; 1.4% of 360,000 active;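 active = inhibition of 50% or more, scaled per plate between neutral and stimulator controls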;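 note: 0% = DMSO wells given calcium and 100% = 1 mM EGTA wells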
ATG4B inh = blocks human ATG4B protease cleavage of LC3 substrate. Q9Y4P1. ATG4B cleavage of LC3-PLA2, NBD-HPC fluorescence, 1 h. inhibition, % at 8.33 µM. 0.51% of 340,000 active. AID 504462; in the data active = inhibition above about 40%
The depositor's hits bear a star; . = not tested or not shown.

SMILES	hIAP block	hIAP act	MIN6 prolif	APOBEC3G inh	mIAP inh	mIAP act	APOBEC3A inh	MPTP block	ATG4B inh
CCc1c(C)nc(N)nc1Cl	0.8	0.992	3.9	-6.8	3.3	0.967	-2.5	0.9	-3.1
Cc1ccc(S(=O)(=O)N(CC(=O)O)Cc2ccco2)cc1	-0.9	1.01	-2.8	12.3	3.4	0.966	51.6*	0.2	-9.7
COc1ccc([C@H]2[C@H](C(=O)C(C)(C)C)N3N=Cc4ccccc4C3C23C(=O)OC(C)(C)OC3=O)cc1 (some centres not stated)	9.7	0.903	-0.7	-7.0	5.8	0.942	-4.0	-0.2	-8.7
N#CC1(Cc2ccc(Cl)cc2)c2ccccc2C=CN1C(=O)c1ccccc1 (configuration not stated)	2.4	0.976	-4.4	-2.1	17.5	0.825	-2.0	-0.8	-4.1
Nn1c(Cc2cccc3ccccc23)nnc1SCc1ccccc1Cl	-0.1	1	-4.4	-9.3	-11.2	1.11	-2.8	2.1	-2.5
CCCn1nc(C(=O)NC2CCCC2)c2ccccc2c1=O	6.5	0.935	-3.0	-5.2	-6.0	1.06	-3.6	0.4	1.5
CCc1cc(=O)[nH]c(SCC(=O)N2CCCC2)n1	-9.6	1.1	5.3	-10.9	1.9	0.981	-3.9	-0.5	3.7
COc1ccc(NC(=S)NNC(=O)OC(C)(C)C)cc1OC	-82.1	1.82	-2.2	0.4	9.4	0.906	-0.4	0.3	1.2
CC(C)n1cc(CN2CCCC(C(=O)Nc3cccc(-c4cc5ccccc5[nH]4)c3)C2)cn1 (configuration not stated)	17.2	0.828	-7.8	-4.9	-0.2	1	-4.7	3.4	6.8
CCC(CO)Oc1cc(NCc2cc(C)cc(C)c2)c2ncn(C(C)C)c2c1 (configuration not stated)	7.1	0.929	-5.7	10.7	-3.9	1.04	2.0	-0.9	6.8
Cc1ccc(N2CC(C(=O)OCc3ccccc3F)CC2=O)cc1 (configuration not stated)	25.1	0.749	-2.5	-3.5	0.2	0.998	-1.5	-0.9	2.2
COc1cc(C(=O)NC(=S)Nc2ccc(Cl)cn2)cc(OC)c1OC	23.3	0.767	-3.0	-9.0	4.0	0.96	-2.8	-1.4	-3.7
C/C(=N\N1CCN(c2ccc(Cl)cc2)CC1)c1ccco1	8.2	0.918	0.4	-7.2	-2.5	1.02	-2.8	-0.4	0.5
O=C(COC(=O)C1CC2C=CC1C2)Nc1ccccc1 (configuration not stated)	-20.8	1.21	0.0	-0.6	-4.0	1.04	3.5	-0.1	2.4
CCN(CC)C(=O)c1cn(CC)c(=O)c2cc(OC)c(OC)cc12	-13.0	1.13	-1.9	0.6	-12.0	1.12	0.1	1.2	2.0
COc1ccc(OC)c(-n2c(=S)[nH]c3cc(C(=O)NCCCN4CCCC4=O)ccc3c2=O)c1	-7.8	1.08	6.0	-1.6	0.3	0.997	1.6	.	.
O=C(NOCc1ccccc1)c1cccc([N+](=O)[O-])c1	.	.	.	2.1	-5.4	1.05	3.8	-1.3	-7.3
O=C(NCCc1ccccc1)c1nc(-c2cccs2)no1	-13.4	1.13	-1.4	-2.7	-0.1	1	-0.8	0.8	-4.7
COc1ccc(-c2cc(C(F)(F)F)nc(N3CCCCCC3)n2)cc1	6.5	0.935	-5.9	-2.4	14.8	0.852	-3.9	3.3	-15.4
C=C1CC[C@@]23CC[C@]4(C)[C@@](OC2=O)([C@@H]3C1)[C@H]1O[C@H]1C1[C@@]2(C)CC[C@H](O)C(C)(C)C2CC[C@]14C (some centres not stated)	3.0	0.97	-4.1	-6.3	-5.5	1.05	-0.3	1.0	33.3
CC(C)(C)c1ccc(CN(Cc2ccccc2)C(c2ccccn2)c2nnnn2C(C)(C)C)cc1 (configuration not stated)	12.8	0.872	-3.4	2.5	0.6	0.994	0.4	4.4	-13.9
CCSc1c(C(=O)NC)ccc2c1C(=O)c1ccccc1C2=O	-1.5	1.01	-0.9	-4.7	-2.0	1.02	-4.8	0.9	-0.2
Cc1ccc(C2(C)NC(=O)N(CCOc3ccccc3)C2=O)cc1 (configuration not stated)	-6.6	1.07	-2.7	-6.5	11.3	0.887	-4.8	0.7	-10.2
O=C(CS(=O)(=O)c1ccccc1)Nc1nc(-c2ccc(F)cc2)cs1	-4.0	1.04	0.3	-3.8	4.8	0.952	-0.2	4.4	-9.4
S=C1NCN(Cc2ccco2)CN1	-4.6	1.05	-0.3	-10.1	-11.8	1.12	-5.1	0.2	-8.9
Cn1c(=O)c2c(nc(CN3CCc4ccccc4C3)n2Cc2cccc(Cl)c2)n(C)c1=O	3.8	0.962	-6.9	7.2	-6.1	1.06	0.1	-1.7	-19.7
COc1cccc(NC(=S)NC(=O)Cc2ccc(Cl)cc2)c1	1.6	0.984	-5.0	-3.7	9.3	0.907	-2.9	2.8	0.0
CCOC(=O)c1c(CCl)nc2ccccc2c1C	10.9	0.891	4.5	-0.7	3.1	0.969	2.1	0.1	-3.5
CC(C)CCNS(=O)(=O)c1ccc(-c2ccc(S(=O)(=O)NCCC(C)C)cc2)cc1	4.9	0.951	-1.5	-2.3	3.1	0.969	-3.4	0.6	-1.4
O=c1oc(-c2cccs2)nc2sc3c(c12)CCCC3	-5.1	1.05	-1.9	-6.1	11.8	0.882	-3.2	-1.4	-5.4

Three compounds out of the list above, arranged by their value in hIAP act, descending:
SMILES | hIAP block | hIAP act | APOBEC3G inh | mIAP inh | mIAP act | APOBEC3A inh | MPTP block | ATG4B inh
O=c1oc(-c2cccs2)nc2sc3c(c12)CCCC3 | -5.1 | 1.05 | -6.1 | 11.8 | 0.882 | -3.2 | -1.4 | -5.4
CCSc1c(C(=O)NC)ccc2c1C(=O)c1ccccc1C2=O | -1.5 | 1.01 | -4.7 | -2.0 | 1.02 | -4.8 | 0.9 | -0.2
CCOC(=O)c1c(CCl)nc2ccccc2c1C | 10.9 | 0.891 | -0.7 | 3.1 | 0.969 | 2.1 | 0.1 | -3.5

(continued)
SMILES	hIAP block	hIAP act	MIN6 prolif	APOBEC3G inh	mIAP inh	mIAP act	APOBEC3A inh	MPTP block	ATG4B inh
O=C(Nc1cccnc1)c1ccccc1F	-8.3	1.08	0.0	-2.3	0.9	0.991	-2.0	0.2	-14.8
CC(C)CN(C(=O)CSc1nc2ccccc2o1)c1c(N)n(Cc2ccccc2)c(=O)[nH]c1=O	-16.2	1.16	1.3	-10.0	-15.5	1.16	4.1	-0.3	-1.7
c1ccc(-c2nnc(SCc3cn4ccsc4n3)o2)cc1	1.2	0.988	-2.0	-0.7	8.3	0.917	-0.1	-1.9	-1.7
COc1ccc2oc(C(=O)NC3(C)CCS(=O)(=O)C3)c(C)c2c1 (configuration not stated)	-17.3	1.17	-3.9	-4.8	-2.4	1.02	0.9	-0.1	-0.6
COc1ccc2[nH]cc(CCNC(=O)c3ccc4ccccc4n3)c2c1	12.1	0.879	-1.8	-10.2	2.8	0.972	-7.8	0.9	-19.6
Cc1ccc(/C=N/NC(=O)CCCOc2ccc(Cl)cc2Cl)cc1[N+](=O)[O-]	10.7	0.893	-4.0	-0.2	3.6	0.964	-2.4	23.9	-12.2
C=CCn1c(SCC(=O)NC(=O)NCc2ccco2)nc2sc(C)c(C)c2c1=O	-21.7	1.22	-2.3	0.8	8.1	0.919	4.9	1.8	1.2
Cc1ccc(-c2noc(CCC(=O)N3CCCC3)n2)cc1	9.7	0.903	-2.8	-5.5	-10.1	1.1	-1.5	-1.1	2.5
CC(C)(C)C(=O)N(Cc1nc2ccccc2c(=O)[nH]1)Cc1cccs1	8.7	0.913	-2.4	-8.4	5.2	0.948	-3.2	0.5	-4.5
COc1ccccc1NC(=O)CC(=O)CSc1nnc(-c2ccc(C)cc2)n1-c1ccccc1	-3.3	1.03	-6.9	-8.0	2.6	0.974	1.1	0.3	-2.7
O=C(NC1CCCC1)c1ccc(CS(=O)(=O)Cc2ccccc2F)o1	8.2	0.918	-3.5	2.2	1.6	0.984	-7.1	-1.4	-2.6
COc1ccc(NC(=O)C(c2cc3c(cc2[N+](=O)[O-])OCO3)N(C)C)cc1 (configuration not stated)	9.7	0.903	0.0	-6.4	4.8	0.952	0.9	1.1	-5.8
COc1ccccc1-n1cnc2cc(C(=O)NC3CCCC3)ccc21	11.5	0.885	-0.9	-5.3	6.5	0.935	1.5	-0.7	0.4
CC(C)C[C@H](NC(=O)[C@@H]1Cc2c([nH]c3ccccc23)C2c3ccccc3C(=O)N21)C(=O)NCC1CCCO1 (some centres not stated)	8.6	0.914	-3.9	-8.3	-3.9	1.04	-2.0	-1.3	-13.5
O=C(NNC(=O)C1CCC1)c1cccc(Cl)c1	21.1	0.789	2.8	-4.8	7.6	0.924	-1.5	-1.9	-0.4
O=C(N/N=C/c1ccc(O)cc1)c1cc(-c2ccccc2)nc2ccccc12	9.4	0.906	1.2	-6.1	4.5	0.955	-1.3	1.1	-12.3
O=C(Nc1ccc2c(c1)OCO2)Nc1ccccn1	-2.2	1.02	-0.8	-4.9	8.5	0.915	-1.4	0.8	6.4
CCOCCn1c(=NC(=O)c2cc(Cl)sc2Cl)sc2cc(S(N)(=O)=O)ccc21	6.0	0.94	-1.6	0.9	8.6	0.914	1.6	.	.
COc1ccc(S(=O)(=O)N(CC(=O)NCc2ccccn2)c2ccc(Cl)cc2)cc1	-7.4	1.07	3.2	-3.6	-0.9	1.01	3.0	0.1	-3.8
CC(=O)c1ccc(OCC(=O)NC2CCS(=O)(=O)C2)cc1 (configuration not stated)	23.3	0.767	5.0*	-6.2	-9.7	1.1	0.0	0.7	7.0
COc1ccc(NC(=O)CCCN(C)S(=O)(=O)c2ccc(C)cc2)cc1	16.3	0.837	-1.1	-5.9	-2.3	1.02	5.7	-0.3	-12.5
CC1CCCN(C(=O)C2c3ccccc3C(=O)N3CCc4ccccc4C23)C1 (configuration not stated)	-3.5	1.03	-1.1	-8.4	-2.5	1.02	-4.2	8.3	-5.8
Cc1ccc(-c2noc(CN3CCOCC3)n2)cc1	-15.8	1.16	-2.6	0.7	-2.6	1.03	-1.4	-1.4	-9.5
CC(C)(C)c1ccc(-c2nnc(SCC(=O)O)n2N)cc1	6.0	0.94	-1.2	-10.7	6.2	0.938	-0.8	0.4	7.8
CC(Sc1nc(N)cc(N)n1)C(=O)NCC1CCCO1 (configuration not stated)	9.5	0.905	0.0	-9.2	-1.3	1.01	-1.9	-1.4	4.1
Cc1cc(OCCCn2cnc3ccccc3c2=O)ccc1[N+](=O)[O-]	13.4	0.866	0.0	-3.0	11.2	0.888	-1.7	1.1	6.7
CC(C)Oc1ccc(C(CC(=O)O)NC(=O)CSc2ncn[nH]2)cc1 (configuration not stated)	2.6	0.974	-0.5	-1.0	9.3	0.907	-2.1	-0.6	-5.7
COCCCNC(=O)CN(c1cc(Cl)ccc1OC)S(C)(=O)=O	13.3	0.867	1.6	-6.3	10.5	0.895	-1.3	-0.3	-11.7
CCOC(=O)c1c(C)n(C)c2ccc(O)c(CN3CCCCC3)c12	-27.6	1.28	-0.8	-4.7	-3.0	1.03	-3.5	-0.5	-8.9
O=S(=O)(c1ccc(Cl)cc1)n1cccn1	-5.7	1.06	1.2	-10.2	-4.9	1.05	-1.1	-1.7	2.3
CNC(=O)CC1C(=O)N(C)C(=S)N1NC(=O)c1ccccc1 (configuration not stated)	2.2	0.978	0.8	-3.4	-2.6	1.03	-5.9	1.8	-3.7
O=C(CCc1ccccc1)Nc1ccc(NS(=O)(=O)c2ccccc2)cc1	11.4	0.886	-4.6	-5.5	3.6	0.964	-2.4	0.1	-10.5
O=C(CCc1ccccc1)NNC(=O)c1ccco1	-5.2	1.05	1.8	0.3	-6.6	1.07	3.5	0.7	-7.5
